PMI act hi M6P: activators of human phosphomannose isomerase at near-saturating mannose 6-phosphate; P34949; coupled PMI enzyme assay, resazurin fluorescence, 20 min; hits give high values; 1 = untreated enzyme, 0 = substrate-free blank; activation factor at 20 µM; 0.34% of 190,000 active; AID 1216;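 active = activation factor of 2 or more at 20 µM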
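Technique: Diaphorase-driven resazurin-to-resorufin fluorescence, excitation 544, emission 590 nm | Assay system: Human PMI in coupled enzyme assay | Times: Enzyme reaction with compound 20 min at room temperature | Medium: HEPES-buffered pH 7.4 with magnesium and detergent | Reagent: Mannose-6-phosphate 1.0 mM (near-saturating) plus 0.22 mM NADP+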
Hsp70 activator: switches on Hsp70 transcription | HeLa Hsp70 promoter luciferase reporter, luminescence; scaled: vehicle 0, proteasome-inhibitor control 100% | activation, % at 10 µM | 0.04% of 200,000 active | AID 1203;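 active = activation above the mean across all tested compounds plus 3 SD, cutoff set per campaign, cut at about 5.5% in these data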;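 note: 100% = MG132 at 30 µM as the positive control and 0% = DMSO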
TNAP inh hi DEA: blocks human TNAP under high phosphate acceptor concentration; 0.03% of 200,000 active; purified TNAP, CDP-star luminescence, 1 M DEA; inhibition, % at 20 µM; AID 1135; P05186;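 active = over 50% inhibition of tissue-nonspecific alkaline phosphatase at 20 µM in the single-dose screen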;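 note: plate controls were DMSO wells for no effect and EDTA-quenched wells as full inhibition for full effect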
Target sequence (P05186 whole entry, looked up): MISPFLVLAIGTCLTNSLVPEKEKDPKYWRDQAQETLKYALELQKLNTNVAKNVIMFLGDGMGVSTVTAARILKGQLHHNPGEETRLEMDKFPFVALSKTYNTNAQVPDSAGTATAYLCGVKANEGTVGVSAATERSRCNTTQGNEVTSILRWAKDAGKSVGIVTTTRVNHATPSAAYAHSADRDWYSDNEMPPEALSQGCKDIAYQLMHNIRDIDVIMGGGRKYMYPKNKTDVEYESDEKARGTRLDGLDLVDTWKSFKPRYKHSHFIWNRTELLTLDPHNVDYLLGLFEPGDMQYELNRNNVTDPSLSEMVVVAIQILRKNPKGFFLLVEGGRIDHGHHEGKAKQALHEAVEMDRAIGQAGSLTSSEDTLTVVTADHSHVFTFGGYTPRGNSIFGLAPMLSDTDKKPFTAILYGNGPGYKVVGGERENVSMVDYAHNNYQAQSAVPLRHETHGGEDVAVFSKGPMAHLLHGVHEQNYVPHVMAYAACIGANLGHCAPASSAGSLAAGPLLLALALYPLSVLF
S1P3 antagonist: S1P3 (human) receptor antagonism. Q99500. CHO S1P3 NFAT-BLA reporter, FRET fluorescence, antagonist mode. inhibition, % at 4.98 µM. 0.27% of 170,000 active. AID 485;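 active = inhibition above the plate cutoff, the mean inhibition of test wells on that plate plus 3 SD, cut at about 28% in these data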;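 note: cells challenged with S1P at its EC80 of 0.8 µM; blue over green emission ratio from cleaved BLA substrate after 4 h stimulation; 0% = S1P-stimulated wells and 100% = unstimulated DMSO-only wells; some compounds past the cut are filed as inactive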
Target sequence (Q99500 whole entry, looked up): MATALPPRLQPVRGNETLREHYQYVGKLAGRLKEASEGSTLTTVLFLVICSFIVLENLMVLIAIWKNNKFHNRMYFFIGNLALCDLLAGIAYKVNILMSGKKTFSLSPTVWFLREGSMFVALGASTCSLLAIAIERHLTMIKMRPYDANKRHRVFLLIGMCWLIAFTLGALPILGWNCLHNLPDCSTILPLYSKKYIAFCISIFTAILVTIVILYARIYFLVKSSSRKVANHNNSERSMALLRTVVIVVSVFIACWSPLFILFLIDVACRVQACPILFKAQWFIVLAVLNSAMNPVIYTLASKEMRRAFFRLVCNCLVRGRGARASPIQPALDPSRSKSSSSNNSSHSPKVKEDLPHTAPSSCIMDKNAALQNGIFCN
RAM inhibit: blocks the yeast RAM network. S. cerevisiae dse1pr::URA3 reporter, 5-FOA growth OD615, 2 d; analog-sensitive cbk1-as2 kinase mutant strain. inhibition, % at 50 µM. 1.8% of 190,000 active;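 active = inhibition above a set limit, 3 SD over mean compound inhibition, cut at about 8.4% in these data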;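 note: 0% = DMSO-only wells with no growth and 100% = 10 µM 1-NA-PP1 full growth; inhibition rescues growth on 5-FOA so higher OD means more RAM inhibition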
PMI act: phosphomannose isomerase (human) activation. P34949. purified human PMI, coupled resazurin fluorescence, 20 min; hits give high values; 1 = vehicle control, 0 substrate-free wells. activation factor at 20 µM. 0.005% of 190,000 active. AID 1214;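 active = activation factor of 2 or more at 20 µM, relative to plate controls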
Efa HMGR inh: blocks class II HMG-CoA reductase of Enterococcus faecalis | inhibition, % at 10 µM | purified E. faecalis HMGR, NADPH absorbance 340 nm kinetic | 0.41% of 190,000 active;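 active = inhibition above a set limit, the median over all tested compounds plus 3 SD, cut at about 9.5% in these data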;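 note: enzyme runs in reverse so mevalonate oxidation gives rising NADPH absorbance; 0% = complete reaction with DMSO and 100% = background rate lacking mevalonate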
L major viab: inhibitors of Leishmania major promastigote growth; AID 1063; inhibition, % at 10 µM; 9% of 200,000 active; Leishmania major promastigotes, resazurin fluorescence viability; in the data active = inhibition above about 50%;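 note: promastigotes grown with compound for 44 hours at 28 °C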
TNAP inh noacc: inhibitors of human TNAP without phosphate acceptor; AID 1012; P05186; inhibition, % at 20 µM; purified TNAP, CDP-star luminescence, 30 min; 0.26% of 200,000 active;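 active = tissue-nonspecific alkaline phosphatase inhibition above about 50% at 20 µM in the single-dose screen, limit read from the data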;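 note: 0% = DMSO negative control and 100% = EDTA positive control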
Redox H2O2 prof: compounds producing H2O2 with reducing agent – biochemical, NIH compound library profiling, artefact control for MLSCN library redox annotation, primary screen. DTT-dependent redox cycling H2O2, phenol red/HRP absorbance; 100% = 100 µM peroxide control, 0% = buffer. activation, % at 10 µM. 0.03% of 200,000 active;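 active = activation of at least 50% relative to the plate's high and low controls in the primary single-dose screen; inactive = activation below 50%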;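 note: compound incubated with DTT at 0.8 mM final as the reducing agent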
Numbers without * were called inactive.

Preview (2 entries):
Results for Cc1cc(Nc2cc(F)ccc2C)n2nc(C)nc2n1 ?
PMI act hi M6P: 1.1; Hsp70 activator: -0.1; TNAP inh hi DEA: -6; S1P3 antagonist: -44; RAM inhibit: 0.1; PMI act: 1.2; Efa HMGR inh: 2; L major viab: 2; TNAP inh noacc: -1; Redox H2O2 prof: 0.6

How did O=C(Oc1ccc2c(c1)OCO2)c1cccs1 do in these assays?
PMI act hi M6P: 0.9; Hsp70 activator: 0.0; TNAP inh hi DEA: -5; S1P3 antagonist: -23; RAM inhibit: 0.4; PMI act: 1; Efa HMGR inh: -4; L major viab: 0; TNAP inh noacc: -14; Redox H2O2 prof: 0.2

Main list (from the top)
Results for Cc1cc(Nc2cc(F)ccc2C)n2nc(C)nc2n1 ?
PMI act hi M6P: 1.1; Hsp70 activator: -0.1; TNAP inh hi DEA: -6; S1P3 antagonist: -44; RAM inhibit: 0.1; PMI act: 1.2; Efa HMGR inh: 2; L major viab: 2; TNAP inh noacc: -1; Redox H2O2 prof: 0.6

How did O=C(Oc1ccc2c(c1)OCO2)c1cccs1 do in these assays?
PMI act hi M6P: 0.9; Hsp70 activator: 0.0; TNAP inh hi DEA: -5; S1P3 antagonist: -23; RAM inhibit: 0.4; PMI act: 1; Efa HMGR inh: -4; L major viab: 0; TNAP inh noacc: -14; Redox H2O2 prof: 0.2

What do the screens show for `O=C(COC(=O)C1(c2cccc(F)c2)CCCC1)NCc1cccs1`?
PMI act hi M6P: 1; Hsp70 activator: -0.4; TNAP inh hi DEA: -5; S1P3 antagonist: -12; RAM inhibit: 0.8; PMI act: 1; Efa HMGR inh: -3; L major viab: 1; TNAP inh noacc: 1; Redox H2O2 prof: -1.6

Results for COc1ccc(/C=N/NC(=O)c2ccc3c(c2)OCCO3)cc1[N+](=O)[O-] ?
PMI act hi M6P: 1; Hsp70 activator: -0.4; TNAP inh hi DEA: -2; S1P3 antagonist: -19; RAM inhibit: 1.4; PMI act: 1; Efa HMGR inh: -4; L major viab: -3; TNAP inh noacc: -3; Redox H2O2 prof: 0.0

What do the screens show for `CCc1ccc(S(=O)(=O)NCc2cn3c(C)csc3n2)s1`?
PMI act hi M6P: 1; Hsp70 activator: -0.2; TNAP inh hi DEA: -4; S1P3 antagonist: -22; RAM inhibit: 0.6; PMI act: 0.9; Efa HMGR inh: -2; L major viab: -6; TNAP inh noacc: -6; Redox H2O2 prof: -0.2

How did COc1cccc(C(c2nnnn2Cc2ccccc2)N2CCN(C3CCCC3)CC2)c1OC (stereo unspecified) do in these assays?
PMI act hi M6P: 1; Hsp70 activator: 0.0; TNAP inh hi DEA: -4; S1P3 antagonist: -2; RAM inhibit: -0.3; PMI act: 1; Efa HMGR inh: 3; L major viab: 98*; TNAP inh noacc: -7; Redox H2O2 prof: 0.3

How did O=C(Cc1c[nH]c2ccccc12)NNC(=O)c1ccccc1 do in these assays?
PMI act hi M6P: 1; Hsp70 activator: -0.1; TNAP inh hi DEA: -2; S1P3 antagonist: -14; RAM inhibit: 0.1; PMI act: 0.9; Efa HMGR inh: -1; L major viab: -3; TNAP inh noacc: -14; Redox H2O2 prof: -0.1

What do the screens show for `Cc1cccc(NCc2n[nH]c(=S)n2-c2ccccc2)c1`?
Hsp70 activator: -0.6; TNAP inh hi DEA: 3; S1P3 antagonist: 4; RAM inhibit: 4.6; Efa HMGR inh: 3; L major viab: -6; TNAP inh noacc: 6; Redox H2O2 prof: -0.5

What do the screens show for `Cc1nnsc1C(=O)N/N=C/c1cccc(C(F)(F)F)c1`?
PMI act hi M6P: 1; Hsp70 activator: 0.1; TNAP inh hi DEA: 3; S1P3 antagonist: 3; RAM inhibit: 5.1; PMI act: 1; Efa HMGR inh: -4; L major viab: 12; TNAP inh noacc: -4; Redox H2O2 prof: -0.1

What do the screens show for `CC(C)C(=O)Nc1ccc(O)c(-c2csc(N)n2)c1`?
Hsp70 activator: 0.0; TNAP inh hi DEA: -2; S1P3 antagonist: -10; RAM inhibit: 0.0; Efa HMGR inh: -1; L major viab: 5; TNAP inh noacc: -14; Redox H2O2 prof: -0.9

How did CC(C)NC(=O)NC(=O)CN1C(=O)NC(Cc2c[nH]c3ccccc23)C1=O (stereo unspecified) do in these assays?
PMI act hi M6P: 1; Hsp70 activator: -0.1; TNAP inh hi DEA: -6; S1P3 antagonist: -15; RAM inhibit: 1.0; PMI act: 1.1; Efa HMGR inh: -4; L major viab: 3; TNAP inh noacc: -5; Redox H2O2 prof: -1.9

How did COc1ccc(/C=N/NC(=O)C2(O)c3ccccc3-c3ccccc32)cc1 do in these assays?
PMI act hi M6P: 1.1; Hsp70 activator: -0.4; TNAP inh hi DEA: -4; S1P3 antagonist: 15; RAM inhibit: 0.4; PMI act: 1; Efa HMGR inh: -5; L major viab: -3; TNAP inh noacc: -6; Redox H2O2 prof: 0.0

What do the screens show for `c1ccc(Cn2nnc3c(NCC4CCCO4)ncnc32)cc1` (stereo unspecified)?
PMI act hi M6P: 1; Hsp70 activator: -0.2; TNAP inh hi DEA: -2; S1P3 antagonist: -45; RAM inhibit: -1.2; PMI act: 1; Efa HMGR inh: 4; L major viab: -4; TNAP inh noacc: -3; Redox H2O2 prof: -0.1

How did C=C(C)CNC(=S)N/N=C/c1ccc(N2CCOCC2)cc1 do in these assays?
PMI act hi M6P: 1; Hsp70 activator: -0.1; TNAP inh hi DEA: -4; S1P3 antagonist: 2; RAM inhibit: 0.3; PMI act: 1.1; Efa HMGR inh: 4; L major viab: 3; TNAP inh noacc: -3; Redox H2O2 prof: -0.2

Results for Cc1cc(C)n(-c2cc(N3CCN(C(=O)c4cccc(F)c4)CC3)ccc2[N+](=O)[O-])n1 ?
PMI act hi M6P: 1.1; Hsp70 activator: -0.3; TNAP inh hi DEA: 5; S1P3 antagonist: -14; RAM inhibit: 0.7; PMI act: 1.1; Efa HMGR inh: -1; L major viab: -1; TNAP inh noacc: 7; Redox H2O2 prof: -0.1

Results for CCOC(=O)c1sc(=S)sc1SCc1cccc(C(F)(F)F)c1 ?
PMI act hi M6P: 1; Hsp70 activator: -0.4; TNAP inh hi DEA: -3; RAM inhibit: 8.9*; PMI act: 0.9; Efa HMGR inh: -3; L major viab: 61*; TNAP inh noacc: -4; Redox H2O2 prof: 0.0

How did COc1ccc(NC(=O)CSc2nnc(-c3ccccc3Cl)n2Cc2ccco2)c(OC)c1 do in these assays?
PMI act hi M6P: 1; Hsp70 activator: 0.0; TNAP inh hi DEA: -9; S1P3 antagonist: 5; RAM inhibit: -0.7; PMI act: 1; Efa HMGR inh: -2; L major viab: 1; TNAP inh noacc: -14; Redox H2O2 prof: 2.9

What do the screens show for `CC(=O)N1[C@H](Cc2ccccc2)C=C[C@]1(C)C(=O)NCCc1c[nH]c2ccccc12`?
PMI act hi M6P: 0.9; Hsp70 activator: -0.3; TNAP inh hi DEA: 1; S1P3 antagonist: -21; RAM inhibit: 1.9; PMI act: 0.9; Efa HMGR inh: 1; L major viab: 2; TNAP inh noacc: -6; Redox H2O2 prof: -0.2

How did Cc1ccsc1/C=C(\C#N)C(=O)NCCCN1CCOCC1 do in these assays?
PMI act hi M6P: 0.9; Hsp70 activator: 0.1; TNAP inh hi DEA: -3; S1P3 antagonist: -25; RAM inhibit: 1.8; PMI act: 1; Efa HMGR inh: 4; L major viab: 1; TNAP inh noacc: -6; Redox H2O2 prof: -0.8

How did O=C(O)/C(=C\c1ccccc1OC(F)F)Sc1nnc(-c2ccc(F)cc2)o1 do in these assays?
PMI act hi M6P: 0.8; Hsp70 activator: -0.1; TNAP inh hi DEA: -5; S1P3 antagonist: 6; RAM inhibit: 6.9; PMI act: 0.8; Efa HMGR inh: 0; L major viab: 32; TNAP inh noacc: -4; Redox H2O2 prof: 0.5

How did O=C(N/N=C/c1ccco1)c1ccc(NC(=O)C2CC2)cc1 do in these assays?
PMI act hi M6P: 0.8; Hsp70 activator: -0.2; TNAP inh hi DEA: -3; S1P3 antagonist: -12; RAM inhibit: 2.2; PMI act: 0.9; Efa HMGR inh: 2; L major viab: 6; TNAP inh noacc: -3; Redox H2O2 prof: -0.8

Results for CCC(C(=O)Nc1ccc(C(C)C)cc1)c1ccccc1 (stereo unspecified) ?
PMI act hi M6P: 1; Hsp70 activator: -0.4; TNAP inh hi DEA: -1; S1P3 antagonist: 18; RAM inhibit: 3.4; PMI act: 1; Efa HMGR inh: -5; L major viab: -2; TNAP inh noacc: -4; Redox H2O2 prof: -0.3

What do the screens show for `O=C(CN1CCCCCCC1)Nc1cc(Cl)cc(Cl)c1`?
PMI act hi M6P: 0.9; Hsp70 activator: -0.3; TNAP inh hi DEA: -2; S1P3 antagonist: -20; RAM inhibit: 2.3; PMI act: 1; Efa HMGR inh: -6; L major viab: 20; TNAP inh noacc: -9; Redox H2O2 prof: 0.2

Results for O=C(Oc1cncc(Cl)c1)c1ccco1 ?
PMI act hi M6P: 1; Hsp70 activator: -0.2; TNAP inh hi DEA: -3; RAM inhibit: 0.0; PMI act: 1.1; Efa HMGR inh: 0; L major viab: -4; TNAP inh noacc: -12; Redox H2O2 prof: 2.2

How did COC(=O)c1cscc1NC(C)=O do in these assays?
PMI act hi M6P: 1; Hsp70 activator: 0.1; TNAP inh hi DEA: -3; RAM inhibit: 3.9; PMI act: 0.8; Efa HMGR inh: -2; L major viab: -6; TNAP inh noacc: -10; Redox H2O2 prof: 0.7

What do the screens show for `Cc1ccc(/C=N/NC(=O)c2ccccn2)s1`?
PMI act hi M6P: 1; Hsp70 activator: -0.2; TNAP inh hi DEA: -4; S1P3 antagonist: -3; RAM inhibit: 0.5; PMI act: 1.1; Efa HMGR inh: 0; L major viab: -3; TNAP inh noacc: -26; Redox H2O2 prof: -0.2

How did O=C1CC(C(=O)Nc2cccc(Cl)c2)n2ncnc2N1 (stereo unspecified) do in these assays?
PMI act hi M6P: 1; Hsp70 activator: -0.1; TNAP inh hi DEA: -8; S1P3 antagonist: -9; RAM inhibit: 1.9; PMI act: 1; Efa HMGR inh: 12*; L major viab: 16; TNAP inh noacc: -19; Redox H2O2 prof: 0.1

Results for Cn1cccc1Cc1nnc(SCC(=O)Nc2nccs2)n1CCc1ccccc1 ?
PMI act hi M6P: 1.1; Hsp70 activator: -0.4; TNAP inh hi DEA: 2; S1P3 antagonist: 14; RAM inhibit: -1.0; PMI act: 1; Efa HMGR inh: 1; L major viab: 11; TNAP inh noacc: 8; Redox H2O2 prof: -1.1

How did O=C(NCC1CCCO1)c1cc(S(=O)(=O)Nc2ccc(Br)cc2)ccc1Cl (stereo unspecified) do in these assays?
PMI act hi M6P: 0.9; Hsp70 activator: -0.1; TNAP inh hi DEA: -8; S1P3 antagonist: 5; RAM inhibit: 0.0; PMI act: 1.1; Efa HMGR inh: -1; L major viab: -7; TNAP inh noacc: -13; Redox H2O2 prof: -0.1

How did N#CCc1c(C#N)c(N)nc(N2CCN(Cc3ccc4c(c3)OCO4)CC2)c1C#N do in these assays?
PMI act hi M6P: 0.9; Hsp70 activator: 0.0; TNAP inh hi DEA: 0; RAM inhibit: 3.5; PMI act: 0.9; Efa HMGR inh: -4; L major viab: 25; TNAP inh noacc: -5; Redox H2O2 prof: 0.5
